Bioassay records deposited in PubChem BioAssay by several laboratories.
rCAG binder = r(CAG) repeat RNA binding; TO-PRO-1 dye displacement fluorescence; inhibition, % at 3 µM; 370,000 tested, 1.3% active;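 active means inhibition above the plate cutoff, the mean of all test compounds on that plate plus 3 SD, cut at about 35% in these data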;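 further: 0% = DMSO alone and 100% = 100 µM mitoxantrone as full dye displacement; higher means more dye released from RNA so lower well fluorescence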
NPR2 activator = GC-B (human) receptor activation | P20594 | HEK293-GC-B cells, CNP EC30, cGMP TR-FRET; 0% at EC30 CNP, 100% saturating CNP | activation, % at 10 µM | 370,000 tested, 0.11% active | AID 1920062;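 active means activation at 10 µM reaching about 35% in either raw or pattern-adjusted values, limit read from the data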
PG9 binder = binds the HIV-1 gp120 antibody PG9; 360,000 tested, 0.43% active; inhibition, % at 6.7 µM; TR-FRET gp120-PG9 antibody binding; in the data active means inhibition above about 8.5%
ABHD4 inh = ABHD4 (mouse) inhibition, primary FP screen; Q8VD66; purified mABHD4, FP-Rh probe fluorescence polarization; inhibition, % at 8.92 µM; 370,000 tested, 0.54% active; AID 720543;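 active means inhibition exceeding the mean over every tested compound plus 3 SD, cut at about 30% in these data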;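 further: 0% = plate median of compound wells and 100% = S159A mutant with DMSO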
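Assay system: mouse ABHD4 enzyme, wild type / Also added: fluorescent activity-based probe FP-Rh / Doses: single nominal dose of 8.92 µM, 0.89% DMSO final / Timing: 45 min compound pre-incubation plus 60 min probe step, 25 °C / Signal: FP readout, ex 525 nm / em 598 nm / Control set: S159A mutant/DMSO as 100%, compound-well median as 0%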
NPR1 activator = GC-A (human) enzyme activation. HEK293 GC-A cells, cGMP TR-FRET, EC30 ANP; 0% at EC30 ANP, 100% saturating ANP. activation, % at 10 µM. 370,000 tested, 0.14% active. AID 1671463; in the data active means activation above about 40%
ARFGAP1 inh = rat ARFGAP1 inhibition; AID 651572; inhibition, % at 16.5 µM; 360,000 tested, 0.26% active; Q62848; Arfgap1-stimulated ARF1 GTP hydrolysis, GDP FP detection;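 active means inhibition above a per-plate limit, mean inhibition of low control wells plus 3 SD, cut at about 25% in these data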;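 further: 0% = DMSO wells with enzyme and 100% = wells lacking Arfgap1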
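material = rat Arfgap1 catalytic domain, aa 1-136 | also added = human ARF1(Δ1-17)-GTP substrate | compound dosing = one concentration, 16.5 µM, DMSO 1.26% | times = GTP hydrolysis reaction 2 h at 25 °C | measured by = FP, GDP Alexa 633 tracer displaced from anti-GDP antibody, 620/688 nm | evaluation = percent inhibition of Arfgap1-stimulated GTP hydrolysis | replication = single well per compound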
HTRA1 inhibitor = inhibitors of human serine peptidase HTRA1. Q92743. recombinant HTRA1, FP-rhodamine activity-based probe, fluorescence polarization. inhibition, % at 5.96 µM. 340,000 tested, 0.5% active. AID 504803; in the data active means inhibition above about 36%;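 further: 0% = enzyme with DMSO and 100% = wells lacking enzyme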
SMARCA2 activ = increases SMARCA2 function in MMTV reporter cells; MG213 cells, MMTV-luciferase reporter, dexamethasone, overnight; activation, % at 9.1 µM; AID 652017; 370,000 tested, 1% active; in the data active means activation above about 7.8%;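 further: 0% = vehicle wells and 100% = reference activator wells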
ASAP1 inh = ASAP1 ArfGAP inhibition; Q9ULH1; ASAP1-stimulated ARF1 GTP hydrolysis, GDP FP detection; inhibition, % at 16.5 µM; 360,000 tested, 0.19% active; AID 624377; in the data active means inhibition above about 25%;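 further: 0% = vehicle with enzyme and substrate and 100% = no enzyme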
Target sequence (Q9ULH1 325-724 limits assumed): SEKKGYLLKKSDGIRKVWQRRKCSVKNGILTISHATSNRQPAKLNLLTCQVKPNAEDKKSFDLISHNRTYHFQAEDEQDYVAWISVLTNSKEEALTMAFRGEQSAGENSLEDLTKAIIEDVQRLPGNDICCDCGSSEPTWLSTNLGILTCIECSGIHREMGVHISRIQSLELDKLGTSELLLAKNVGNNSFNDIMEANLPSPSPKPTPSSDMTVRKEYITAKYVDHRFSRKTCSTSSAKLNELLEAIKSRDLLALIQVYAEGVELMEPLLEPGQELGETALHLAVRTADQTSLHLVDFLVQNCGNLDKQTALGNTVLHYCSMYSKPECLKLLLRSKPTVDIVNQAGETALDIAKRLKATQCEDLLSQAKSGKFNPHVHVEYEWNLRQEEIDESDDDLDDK
Rev-erbA mod = modulators of human Rev-erb alpha DNA binding | activity, % at 10 µM | AID 1259318 | Rev-erbα–FITC-DNA binding, fluorescence polarization, 90 min | 370,000 tested, 0.79% active;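 active means activity above about 14%, limit read from the data; passing the limit was not always enough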;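 further: 0% = DMSO wells with 35 nM protein and 100% = DMSO wells with 750 nM protein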
Target sequence (P20393 whole entry, looked up): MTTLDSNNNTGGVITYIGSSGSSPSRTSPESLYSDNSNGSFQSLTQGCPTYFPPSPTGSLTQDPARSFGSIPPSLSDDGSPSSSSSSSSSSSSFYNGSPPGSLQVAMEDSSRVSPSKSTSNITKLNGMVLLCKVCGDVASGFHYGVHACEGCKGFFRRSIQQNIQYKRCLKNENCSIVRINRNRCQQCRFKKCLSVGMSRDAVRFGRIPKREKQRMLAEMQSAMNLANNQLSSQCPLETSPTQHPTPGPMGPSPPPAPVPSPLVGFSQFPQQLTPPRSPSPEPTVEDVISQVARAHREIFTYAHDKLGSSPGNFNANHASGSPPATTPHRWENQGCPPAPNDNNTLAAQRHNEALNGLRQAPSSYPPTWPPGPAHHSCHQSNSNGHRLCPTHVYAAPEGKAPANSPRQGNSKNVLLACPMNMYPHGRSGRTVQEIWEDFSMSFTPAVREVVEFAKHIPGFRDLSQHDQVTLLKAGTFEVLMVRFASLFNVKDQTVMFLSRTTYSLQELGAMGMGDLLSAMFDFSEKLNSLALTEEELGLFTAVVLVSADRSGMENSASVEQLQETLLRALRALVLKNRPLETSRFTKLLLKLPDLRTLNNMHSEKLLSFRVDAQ
Numbers without * were called inactive; . = no result given; & = joins results of further samples; ! = repeats disagree. Outcome played no part in choosing rows; 4.4% or so of the library scored in one or more.

SMILES	rCAG binder	NPR2 activator	PG9 binder	ABHD4 inh	NPR1 activator	ARFGAP1 inh	HTRA1 inhibitor	SMARCA2 activ	ASAP1 inh	Rev-erbA mod
O=C(CN1C(=O)COc2ccc(S(=O)(=O)N3CCCC3)cc21)NC1CC1	-1	-4	0.5	1	3	0	-6	-2	8	-3
CCN(CC)C(=O)Cc1c(O)c2ccccc2[nH]c1=O	1	1	-0.6	-2	-2	6	4	-2	-4	2
CCOc1ccccc1NC(=S)Nc1ccc(S(N)(=O)=O)cc1	3	-5	-2.7	-1	0	-6	-4	1	-6	3
Cc1ccccc1N(C(=O)c1csnn1)C(C(=O)NC1CCCC1)c1ccncc1 (stereo unspecified)	1	1	-0.8	0	0	4	4	-1	4	1
COc1ccc(OCCC(=O)NC2CCCCC2)cc1	-5	-1	0.1	2	2	20	0	0	0	5
Cc1nnc2ccc(N3CCN(c4cccc(C(F)(F)F)c4)CC3)nn12	-2	-4	-1.1	-5	-1	3	-7	-2	-4	-2
Cc1cc(NC(=O)c2ccc(S(=O)(=O)N(C)CC3CCCO3)cc2)no1 (stereo unspecified)	1	4	-1.7	1	2	-13	-5	0	-5	1
Cc1ccc2[nH]c(=O)c3cc(C(=O)N4CCN(C(=O)c5ccco5)CC4)sc3c2c1	2	-4	-2.3	-2	2	-3	-1	1	-1	4
CC(C)CC1(C)NC(=O)N(CC(=O)Nc2ccc3c(c2)CCC3)C1=O (stereo unspecified)	-5	1	3.0	25	3	-6	-4	0	1	-7
CCOC(=O)c1ccc(NC(=O)CSc2nccn2C)cc1	0	-3	0.2	2	3	3	0	-1	2	0
C=C1CCN([C@H](C(=O)NCc2ccc(Cl)c(Cl)c2)C(C)C)S(=O)(=O)c2ccccc21	-1	2	1.8	-2	2	12	-30	0	-2	6
CC(=O)Nc1ccc(CC(=O)NCCC(c2ccccc2)c2ccccc2)cc1	-1	4	-1.6	1	-6	6	-13	-4	6	-1
CCn1c(C)nc2cc(C(=O)N/N=C/c3ccccc3)ccc21	1	-5	-0.4	-5	-2	-9	-2	3	-3	6
CCOC(=O)c1ccc(-n2cccc2/C=C2\NC(=O)NC2=O)cc1	3	-7	-5.8	1	-9	10	-4	-1	4	5
O=C1C2C(C(=O)N1CC1CCCO1)C1C=CC2C12CC2 (stereo unspecified)	0	-8	-1.0	1	-5	5	8	1	-3	-1

Four entries from above, arranged by their value in PG9 binder, high to low:
Molecule | NPR2 activator | PG9 binder | ABHD4 inh | NPR1 activator | ARFGAP1 inh | HTRA1 inhibitor | SMARCA2 activ | ASAP1 inh | Rev-erbA mod
COc1ccc(OCCC(=O)NC2CCCCC2)cc1 | -1 | 0.1 | 2 | 2 | 20 | 0 | 0 | 0 | 5
CCn1c(C)nc2cc(C(=O)N/N=C/c3ccccc3)ccc21 | -5 | -0.4 | -5 | -2 | -9 | -2 | 3 | -3 | 6
Cc1ccccc1N(C(=O)c1csnn1)C(C(=O)NC1CCCC1)c1ccncc1 (stereo unspecified) | 1 | -0.8 | 0 | 0 | 4 | 4 | -1 | 4 | 1
CCOc1ccccc1NC(=S)Nc1ccc(S(N)(=O)=O)cc1 | -5 | -2.7 | -1 | 0 | -6 | -4 | 1 | -6 | 3

More entries follow.
SMILES	rCAG binder	NPR2 activator	PG9 binder	ABHD4 inh	NPR1 activator	ARFGAP1 inh	HTRA1 inhibitor	SMARCA2 activ	ASAP1 inh	Rev-erbA mod
Cc1ccc(Nc2nc(NCC3CC3)nc3ccsc23)c(C)c1	1	1	1.2	15	-2	0	.	-4	2	0
O=C(Cn1cncn1)N/N=C/c1ccncc1	1	1	-1.2	1	-1	-2	3	2	10	-9
COc1ccc2cc(C3(C)NC(=O)N(CC(=O)Nc4c(C)n(C)n(-c5ccccc5)c4=O)C3=O)ccc2c1 (stereo unspecified)	-3	1	0.9	-14	4	-3	-1	0	-12	6
Cc1cc(C)c2c(c1)/C(=c1/sc3n(c1=O)CN(c1ccccc1)CN=3)C(=O)N2	7	-8	-4.5	5	-5	7	8	-2	2	0
O=C(CCCl)N(Cc1nc2ccccc2c(=O)[nH]1)Cc1cccs1	-1	2	-0.3	-1	-5	7	3	-1	-1	-4
Cn1c(Cc2ccccc2)nnc1SCC(=O)c1cccs1	-1	2	-0.9	0	1	-3	6	-4	-12	4
CCn1cc(C(=O)NCCCN2CCCCCC2)c(=O)c2cc(S(=O)(=O)N3CCc4ccccc4C3)ccc21	4	0	0.6	3	-4	9	-8	1	1	-14
CCNC(=O)C12CCC(C)(C(=O)C1Br)C2(C)C (stereo unspecified)	4	1	-0.7	1	-2	-8	6	-4	-3	-6
CCc1cccc(C)c1NC(=O)CN1C(=O)NC(Cc2ccccc2)C1=O (stereo unspecified)	-6	-2	-1.0	3	-2	4	3	-2	-7	0
CCC1Oc2ccccc2N(CC(=O)NCCCN2CCC(C)CC2)C1=O (stereo unspecified)	-1	3	0.3	-3	-1	3	1	-4	19	5
CCn1c(/C=C/Nc2ccccc2)[n+](CC)c2ccc(Cl)cc21	7	7	-0.5	3	8	1	0	-3	4	1
CC1Cc2ccccc2N1C(=O)CSc1nnc(Cc2ccccc2)n1CCc1ccccc1 (stereo unspecified)	5	-28	1.4	-3	-33	1	-42	-1	-5	-2
CCOC(=O)Cn1cc(CN2CCS(=O)(=O)N(Cc3ccc(OC)cc3)C(C(=O)OC)C2)nn1 (stereo unspecified)	2	3	.	4	-1	.	.	-2	.	5
CCCOc1ccc(/C(O)=C2/C(=O)C(=O)N(CCCn3ccnc3)C2c2ccco2)cc1 (stereo unspecified)	3	-5	-0.8	-1	3	-7	5	3	2	-2
CCc1nnc(NC(=O)c2ncc(Cl)c(Cl)c2Cl)s1	-2	2	-1.9	0	-1	-9	2	1	-3	-4
CCn1c(=N)c(C(=O)NC)cc2c(=O)n3cccc(C)c3nc21	5	-10	0.3	-3	12	-7	0	-1	-1	-2
CCOC(=O)Cc1csc(NC(=S)NC(=O)c2ccc([N+](=O)[O-])cc2)n1	5	3	-3.1	7	7	12	-1	0	8	2
C#CCn1c(=NC(=O)c2ccc(Cl)s2)sc2cccc(OC)c21	3	-2	0.7	7	2	-8	-9	0	3	3
Cc1cc(NS(=O)(=O)c2ccc(NC(=O)C(C)Oc3cc(C)c(Cl)c(C)c3)cc2)no1 (stereo unspecified)	69*	-4	-1.5	-21	2	-1	-26	-1	-2	-2
Cc1cc(C)cc(OCC(=O)N2N=C(C(F)(F)F)CC2(O)C(C)(C)C)c1 (stereo unspecified)	-7	5	-0.9	-11	1	-1	-62	0	-2	-6
OC(COc1ccc(CNCc2cccnc2)cc1)CN1CCc2ccccc2C1 (stereo unspecified)	-3	-2	-4.5	0	0	6	8	1	0	3
CCCC(=O)NC(C)c1nc2ccccc2n1C (stereo unspecified)	1	1	1.9	6	1	-14	2	-2	0	-6
Cc1ccc(F)cc1NC(=O)c1c(-c2ccccc2)noc1C	-3	-12	-2.5	2	-3	-6	-6	-3	-7	1
NC(=O)C1(N2CCCCC2)CCN(Cc2ccc(F)cc2)CC1	-6	-2	0.2	5	4	-3	5	-3	3	-1
OC(c1ccc(F)cc1)c1ncc(-c2cccc(C(F)(F)F)c2)[nH]1 (stereo unspecified)	0	0	-1.6	-4	-1	-4	.	-7	3	2
COc1cccc(NC(=O)NC2CC(=O)N(c3ccc4c(c3)OCCO4)C2)c1 (stereo unspecified)	-4	3	-0.8	-2	2	-5	-8	1	-10	-3
Cc1ccccc1N1CC(C(=O)Nc2ccc3c(c2)OCO3)CC1=O (stereo unspecified)	4	-4	1.3	14	-2	8	14	4	7	-3
COc1ccc(Cl)cc1S(=O)(=O)N1CCCC(C(=O)N2CCCC2)C1 (stereo unspecified)	-5	-2	-3.5	-7	0	-4	2	1	3	2
N#C/C(=C\c1cn(CCOc2ccccc2)c2ccccc12)C(=O)NCc1cccs1	2	-17	-1.6	15	-23	9	-6	0	3	2
NC(=O)c1cc([N+](=O)[O-])ccc1NCCN1C(=O)c2ccc(C(=O)O)cc2C1=O	6	-8	0.1	1	-2	-7	-7	-1	0	-4
CCOC(=O)c1c(CC(C)C)csc1NC(C)=O	-5	5	-0.2	-2	-3	5	-14	0	-20	1
O=c1[nH][nH]c(-c2ccccc2)c1C=Nc1ccc(C(F)(F)F)cc1	6	-3	-3.1	-4	-3	-17	3	-1	8	9
CCCCC(=NCCc1c(C)[nH]c2ccccc12)C1=C(O)CC(c2ccccc2)CC1=O (stereo unspecified)	-2	-4	-0.6	-3	-6	-5	-9	0	-10	0
CC1(C)CC(=O)C(CC2=C(N)CC(C)(C)CC2=O)=C(N)C1	-1	3	-0.6	-1	2	7	0	-1	-10	0
O=C(CCCSc1nc2ccccc2[nH]1)NC1CCCCC1	-6	-1	-0.2	1	-4	-1	-5	-1	-6	-2
COc1cccc(/C=C/C(=O)OCC(=O)c2c[nH]c3ccccc23)c1OC	12	-7	-0.5	-14	6	-2	-19	-5	-10	18
Cc1ccc(C)c(N2CCN(C(c3ccncc3)c3nnnn3Cc3ccccc3)CC2)c1 (stereo unspecified)	1	-1	-1.3	2	-2	8	-5	-1	4	5
COc1ccc(N(C)S(=O)(=O)c2cccc(C(=O)Nc3cccc(C(=O)NC4CC4)c3)c2)cc1	12	4	0.7	-19	5	-6	-26	-2	3	0
C=C(C)[C@H]1CC=C(C)C(=O)C1	3	-2	-1.5	-5	2	-11	2	2	-3	-4
COc1ccc(C(=O)OC(C)C(=O)Nc2cc(C(F)(F)F)ccc2Cl)c(OC)c1OC (stereo unspecified)	1	2	-1.0	-9	2	-7	-5	-4	1	0
Fc1ccccc1CSc1nnc(-c2ccccc2)o1	-1	1	0.1	-5	1	1	-14	4	-9	3
COc1ccc(-c2noc(N3CCC(C(=O)Nc4ccccc4OC)CC3)n2)cc1	2	2	-1.4	-9	3	-1	-20	-1	-3	6
O=C(Nn1cnnc1)C(c1ccccc1)c1ccccc1	0	1	-4.2	3	0	-5	-7	1	-9	0
COc1cc(NC(=O)c2ccc(N)nc2)cc(C(=O)Nc2cccc(C(F)(F)F)c2)c1	7&4	4&3	-1.4&-0.5	-74&-73	-4&0	6&1	-102&-107	7.9*!	3&10	4&-5
CNC(=O)c1nn(-c2ccc(Cl)cc2)ccc1=O	0	-1	0.3	5	1	1	-17	-1	1	4
C/C(N)=C(/C#N)C(=O)COC(=O)CNC(=O)c1ccc(Cl)cc1Cl	-2	0	0.2	1	6	-3	2	-2	-9	-5
CC(=O)c1ccc(NC(=O)CN2CCC(C(=O)c3ccc(F)cc3)CC2)cc1	6	1	1.4	-3	4	-15	-7	-3	-2	4
CCCCN(C(=O)c1cc2c(s1)CCCCC2)c1c(N)n(CCC)c(=O)[nH]c1=O	9	-2	1.7	9	0	-11	-7	-2	-5	4
O=C1C2C3C=CC(CC3)C2C(=O)N1/N=C/c1c(O)ccc2ccccc12 (stereo unspecified)	3	-4	0.8	4	-6	3	-8	-1	5	-7
CCC(C)NC(=O)Cn1nc(C(F)(F)F)c2c1CCCC2 (stereo unspecified)	-2	0	0.0	-1	0	-3	1	-1	2	2
